CXCR6 block = CXCR6 (human) receptor inhibition. CHO-K1 PathHunter CXCR6 beta-arrestin, luminescence. 0.36% of 360,000 active. O00574. inhibition, % at 20 µM. AID 602244; in the data active means inhibition above about 34%, passing the limit was not always enough;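 further: antagonist mode with CXCL16 agonist at 10 nM final; 0% = 10 nM CXCL16 with DMSO and 100% = unstimulated wells without agonist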
Target sequence (O00574 whole entry, looked up): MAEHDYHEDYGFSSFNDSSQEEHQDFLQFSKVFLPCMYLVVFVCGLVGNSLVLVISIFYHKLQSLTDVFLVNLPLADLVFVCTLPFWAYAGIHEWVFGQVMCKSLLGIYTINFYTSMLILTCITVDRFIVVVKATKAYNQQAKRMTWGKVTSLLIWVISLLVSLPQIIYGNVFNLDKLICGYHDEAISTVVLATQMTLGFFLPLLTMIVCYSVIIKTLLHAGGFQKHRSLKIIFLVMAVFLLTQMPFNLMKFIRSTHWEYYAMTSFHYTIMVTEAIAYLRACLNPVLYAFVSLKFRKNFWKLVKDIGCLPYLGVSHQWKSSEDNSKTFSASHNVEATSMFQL
A3G deaminase = inhibitors of human APOBEC3G DNA deaminase. Q9HC16. recombinant A3G, ssDNA deamination FAM/TAMRA fluorescence. inhibition, % at 20 µM. 0.28% of 330,000 active;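 active means inhibition of at least 40% at 20 µM, with no more than 30% in the related APOBEC3A deaminase screen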;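 further: plate controls were DMSO wells with A3G for no effect and wells lacking A3G enzyme for full effect; some compounds called inactive have numbers as strong as hits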
Target sequence (Q9HC16 whole entry, looked up): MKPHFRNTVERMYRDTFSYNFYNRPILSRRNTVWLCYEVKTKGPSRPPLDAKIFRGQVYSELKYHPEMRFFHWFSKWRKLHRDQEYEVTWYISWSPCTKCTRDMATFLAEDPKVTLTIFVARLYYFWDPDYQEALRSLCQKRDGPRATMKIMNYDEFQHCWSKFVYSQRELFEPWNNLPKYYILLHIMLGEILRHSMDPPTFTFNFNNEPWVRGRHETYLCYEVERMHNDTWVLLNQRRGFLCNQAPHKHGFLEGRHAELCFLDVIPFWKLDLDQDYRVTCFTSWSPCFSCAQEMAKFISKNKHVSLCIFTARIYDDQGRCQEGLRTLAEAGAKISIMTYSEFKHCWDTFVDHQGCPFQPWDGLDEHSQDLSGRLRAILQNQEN
EBI2 block = EBI2 (human) antagonism; P32249; EBI2 beta-arrestin recruitment, luminescence, 7a,25-OHC stimulated; inhibition, % at 5 µM; 0.81% of 360,000 active; in the data active means inhibition above about 38%;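 further: enzyme fragment complementation signal reports receptor beta-arrestin coupling in cells; 0% = agonist plus DMSO wells and 100% = wells without agonist; some results beyond the cut were filed as inactive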
MPTP inh = blocks calcium-induced mitochondrial swelling; isolated mouse mitochondria, Ca2+ swelling absorbance, 30 min; inhibition, % at 10 µM; 1.4% of 360,000 active; AID 602449;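 active means inhibition of 50% or more, scaled per plate between neutral and stimulator controls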;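 further: 0% = DMSO wells given calcium and 100% = 1 mM EGTA wells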
Gli-Sufu antag = blocks Gli-Sufu signaling in a luciferase reporter | 0.74% of 340,000 active | Sufu-KO-LIGHT fibroblasts, Gli luciferase reporter luminescence | inhibition, % at 5 µM;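 active means inhibition above about 55%, limit read from the data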;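 further: 0% = DMSO-treated cells and 100% = wells with medium but no cells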
CCR6 antagonist = CCR6 (human) receptor antagonism. P51684. CHO-K1 CCR6 PathHunter beta-arrestin, luminescence, CCL20-stimulated. inhibition, % at 20 µM. 0.49% of 340,000 active;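 active means compounds whose inhibition of the agonist-driven luminescence signal at 20 µM reaches about 50%, limit read from the data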;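 further: cells stimulated with CCL20 at 14 nM final; plate controls were DMSO with CCL20 for no effect and DMSO without agonist for full effect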
GRIN3A LBD mod = modulators (binders) of human NR3A ligand-binding domain; 2.5% of 340,000 active; Tm shift relative to glycine control, % at 25 µM; AID 1259313; NR3A LBD differential scanning fluorimetry, Tm shift; 0% = protein alone, 100% = glycine-bound protein;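 active means melting temperature shift of at least 10% of the positive control shift, at one fixed dose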
A3A deaminase = inhibitors of human APOBEC3A DNA deaminase; P31941; recombinant A3A, FAM/TAMRA ssDNA deamination fluorescence; 0.41% of 330,000 active; inhibition, % at 20 µM;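 active means at least 40% inhibition at 20 µM here, with at most 30% in a related deaminase screen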;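 further: plate controls were A3A with DMSO for no effect and wells lacking A3A enzyme for full effect; some results filed as inactive read as strong as hits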
Target sequence (P31941 whole entry, looked up): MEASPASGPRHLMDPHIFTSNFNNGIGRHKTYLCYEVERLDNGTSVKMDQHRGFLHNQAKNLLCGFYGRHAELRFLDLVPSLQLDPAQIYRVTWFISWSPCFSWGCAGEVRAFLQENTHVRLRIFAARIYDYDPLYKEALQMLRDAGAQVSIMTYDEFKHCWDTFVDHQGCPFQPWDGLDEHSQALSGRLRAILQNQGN
* = called active by the depositor; . = no result given.

SMILES	CXCR6 block	A3G deaminase	EBI2 block	MPTP inh	Gli-Sufu antag	CCR6 antagonist	GRIN3A LBD mod	A3A deaminase
COc1ccc(C(CNC(=O)c2cc(S(=O)(=O)N3CCN(c4ccccc4)CC3)ccc2Cl)N(C)C)cc1 (centres undefined)	-8	-7	12	3.6	68*	15	-1	-1
CC(=O)c1ccc(NC(=O)/C(=C\c2ccco2)NC(=O)c2ccco2)cc1	4	0	-6	-0.7	-25	0	0	-1
COc1ccc(C2c3ccc(O)cc3Oc3ncn4nc(-c5ccncc5)nc4c32)cc1OC (centres undefined)	9	-4	37	4.3	-15	16	-7	1
CCn1cnc2c1c(=O)n(CC(=O)Nc1ccc3c(c1)OC(F)(F)O3)c(=O)n2Cc1ccccc1	4	-5	-4	-0.9	-2	0	0	-2
CCCC(=O)n1nc(-c2ccc(OC)cc2)nc1N	-4	-3	-10	1.4	-2	-7	1	7
O=C(Cc1ccccc1)Nc1ncccn1	6	-8	-1	-0.8	-3	-6	-1	-4
Cc1[nH]n(-c2ccc([N+](=O)[O-])cc2)c(=O)c1/C=N/N1CCOCC1	13	-1	2	-1.8	1	24	1	0
COc1ccc(N2CCN(Cc3nc(Cc4cccc(F)c4)no3)C(C)C2)cc1 (centres undefined)	-3	-5	10	-3.4	-2	4	-1	0
CCOc1ccc(NCc2nnc(SCC(=O)Nc3cc(C)on3)n2-c2ccc(OC)cc2)cc1	0	-4	16	4.5	0	9	-2	-3
O=C(Nc1cc(S(=O)(=O)N2CCCCC2)ccc1Oc1ccccc1)C1=COCCO1	6	15	15	0.6	9	13	-1	2
CC(OC(=O)CCCc1nc2ccccc2s1)C(=O)NC(N)=O (centres undefined)	-3	-6	-7	3.4	8	5	-1	2
Cc1cc(C(=O)COC(=O)c2ccc(F)cc2F)c(C)n1C1CC1	8	-9	2	-0.6	-2	3	0	-7
COC(=O)COc1ccc(S(=O)(=O)NCc2cccnc2)cc1C	-3	4	-8	-0.8	15	10	0	2
CN1CCN(c2ccc(S(=O)(=O)N3CCCCC3)cc2NC(=O)CCc2ccccc2)CC1	5	-7	2	-1.1	9	15	0	-6
Cc1cc(Cl)ccc1OCCCC(=O)N1CCN(C(=O)c2ccco2)CC1	-5	0	27	-0.8	10	12	-3	0
CCOC(=O)c1ccc(S(=O)(=O)NCC(c2ccc(N(C)C)cc2)c2c[nH]c3ccccc23)cc1 (centres undefined)	7	-11	2	6.3	7	16	16*	-1
Cc1cc([N+](=O)[O-])nn1Cc1noc(C(=O)NCCc2ccccn2)n1	-3	-5	3	-0.5	-18	5	-2	-1
COc1cc(NC(=O)COC(=O)C=C(C)C)c(C)cc1[N+](=O)[O-]	-1	4	8	0.7	27	9	0	6
Cc1ccccc1NC(=O)NC1(C(=O)NCc2ccco2)CCCCC1	2	-8	-3	0.0	-6	6	-1	-3
COc1ccc(C(=O)OCC(=O)Nc2cccc(C(C)=O)c2)c(OC)c1OC	0	-4	-12	1.5	-16	-4	-2	2

Three entries already listed, arranged by length of the SMILES, ascending.
SMILES	CXCR6 block	A3G deaminase	EBI2 block	MPTP inh	Gli-Sufu antag	CCR6 antagonist	GRIN3A LBD mod	A3A deaminase
COC(=O)COc1ccc(S(=O)(=O)NCc2cccnc2)cc1C	-3	4	-8	-0.8	15	10	0	2
COc1ccc(C(=O)OCC(=O)Nc2cccc(C(C)=O)c2)c(OC)c1OC	0	-4	-12	1.5	-16	-4	-2	2
CC(=O)c1ccc(NC(=O)/C(=C\c2ccco2)NC(=O)c2ccco2)cc1	4	0	-6	-0.7	-25	0	0	-1

Remaining list, next part:
SMILES	CXCR6 block	A3G deaminase	EBI2 block	MPTP inh	Gli-Sufu antag	CCR6 antagonist	GRIN3A LBD mod	A3A deaminase
COc1ccc(Nc2nc(C)nc3c2nnn3Cc2ccccc2Cl)c(OC)c1	4	-4	-7	0.5	44	2	1	-4
C/C(=N\NC(=O)COc1ccc(C)cc1C(C)C)c1cc2ccccc2o1	-7	-10	4	2.0	-6	-1	-35	2
C/C(=N\NC(=S)Nc1cccc(C)c1)c1cccc(N)c1	2	-4	6	1.6	-13	33	-2	0
O=C(c1ccc(Cl)cc1)C1CCN(C(=O)N2CCOCC2)CC1	5	-2	-8	-0.9	-5	2	-2	-2
CCN1CCN(c2nc3ccccn3c(=O)c2C=O)CC1	5	-6	-8	-0.5	5	9	1	0
O=C1Nc2ccccc2C(O)(C(=O)NC2CC2)N1c1ccc(Cl)c(Cl)c1 (centres undefined)	9	1	-12	1.0	4	0	1	0
CC(OC(=O)c1cccc(N2C(=O)c3ccccc3C2=O)c1)C(=O)Nc1ccc(N(C)C)cc1 (centres undefined)	-6	2	17	0.7	-3	1	-3	-4
CCN1CCc2c(sc(NC(=O)c3ccc(S(=O)(=O)N4CCCCCC4)cc3)c2C(=O)NC)C1	15	-4	4	1.1	8	15	-1	-2
Cc1ccc(S(=O)(=O)NCCCCCC(=O)Nc2ccccc2)cc1	-4	2	-5	1.6	-4	15	0	1
COc1cc(NC(=O)c2cccc(Cl)c2)c(OC)cc1NC(=O)CN1CCOCC1	3	-4	18	-2.0	-4	15	0	-20
C/C(N)=C(/C#N)C(=O)CSc1nc2cc(Cl)ccc2c(=O)n1-c1ccc(C)cc1	10	-2	3	-2.8	7	21	2	9
COc1ccc(NC(=O)C2CC(c3c(F)cccc3Cl)=NO2)cc1 (centres undefined)	-1	-8	-11	0.3	-5	9	2	-6
CC(=O)Nc1ccc(S(=O)(=O)N(C)CC(=O)OCC(=O)N(C)C2CCS(=O)(=O)C2)cc1 (centres undefined)	5	-8	4	-0.5	-8	-2	0	-1
CCc1cccc(N=c2c([N+](=O)[O-])nn(-c3ccc4c(c3)OCCO4)n2O)c1	-13	0	-1	3.4	25	9	-6	-1
Cc1ccc(NC(=O)Cn2cccc2C2=NC(c3ccccc3)CO2)cc1C (centres undefined)	12	-6	24	2.6	-2	20	7	-2
CCCCn1c(=O)[nH]c(=O)c2c1ncn2Cc1ccco1	-2	-2	1	-0.5	-2	-1	0	2
CCCc1nc2ccccc2c(=O)n1/N=C/c1c(C)[nH]n(-c2ccc(C)cc2)c1=O	18	-4	-11	-1.1	-6	21	-1	-2
Cc1ccc(NC(=O)Cn2cc(C(F)(F)F)cc(Cl)c2=O)cc1Cl	4	-4	-17	-1.5	-3	9	-1	-1
CC(C)(C)C(=O)CN1C(=O)NC(c2ccccc2)(c2ccccc2)C1=O	4	-8	-1	1.7	14	4	-6	-4
COc1cccc(/C=C/C(=O)OCC(=O)NCCC2=CCCCC2)c1	1	-3	10	0.8	-9	9	2	4
O=C(CSc1nnc(-c2ccccn2)n1Cc1ccco1)c1ccccc1	13	1	3	-0.7	3	2	1	3
CC(C)(C)OC(=O)N(CCc1ccccc1)Cc1cccc(OCc2cccc(NC(=O)C3CCCC3)c2)c1	6	.	1	0.8	21	11	1	.
COc1ccc(-c2cc(C)no2)cc1S(=O)(=O)NCc1cccc(C)c1	4	-3	0	-1.8	-6	8	0	-1
Cc1ccc(N(O)C(C)(C)C)cc1	6	.	1	-0.7	-9	24	8	.
COCc1c(C(=O)NCCOc2ccc(Cl)cc2)oc2ccccc12	-7	-4	40	0.0	-10	6	-6	-2
O=C1c2ccccc2C(=O)N1CCN1CCOCC1	1	-5	-10	-0.6	-2	5	2	-1
CN(C)c1cc2c(cc1NS(=O)(=O)c1ccccc1)n(C)c(=O)n2C	-2	-6	-7	0.6	-2	10	1	-4
O=Cc1ccc(C(=O)OCC(=O)Nc2ccc(F)cc2F)cc1	-6	-6	1	-1.7	17	-2	-1	-2
O=C(CCc1cn(Cc2ccc(F)cc2)c2ccccc12)N1CCOCC1	-2	0	-10	4.0	-1	16	0	0
COCCN(C(=O)COC(=O)CCc1nc2ccccc2s1)c1c(N)n(Cc2ccccc2)c(=O)[nH]c1=O	6	-1	0	0.9	-5	15	-1	-3
CCN(CC(=O)NCc1ccc(F)cc1)CC(=O)Nc1cc(S(=O)(=O)N(C)C)ccc1C	-9	1	-2	-1.8	-2	0	-1	-1
CCCCC(NC(C)=O)c1nc2ccccc2[nH]1 (centres undefined)	-2	-4	-2	-2.4	-9	-10	0	-3
COc1ccccc1NC(=O)CC1C(=O)Nc2ccccc2N1C(=O)c1ccccc1 (centres undefined)	3	-15	-3	-1.5	-8	-4	-1	-3
CCOC(=O)/C(=C\c1c[nH]c2ccccc12)NC(C)=O	-4	-7	-4	-0.6	2	15	0	-4
OC(COc1cccc2ccccc12)CN1CCN(c2ccccc2)CC1 (centres undefined)	4	2	-8	0.8	11	-9	-18	1
O=C(O)CC(Sc1n[nH]c(=S)s1)C(=O)O (centres undefined)	12	44*	9	0.5	-3	9	1	1
CCc1ccc(N2CC(C(=O)Nc3nnc(CC)s3)CC2=O)cc1 (centres undefined)	-7	-6	-2	-4.5	-9	3	-1	0
CC(=O)c1ccc(NC(=O)CN2c3cccc4cccc(c34)S2(=O)=O)cc1	-4	0	-12	0.0	0	5	-1	1
CCOc1cccc(C2C(C#N)=C(N)Oc3cc(C)n(Cc4ccccn4)c(=O)c32)c1OCC (centres undefined)	-5	-5	-1	1.0	-17	17	-2	-4
O=C(CN1CCN(Cc2ccc3c(c2)OCO3)CC1)Nc1ccc2[nH]c(=O)[nH]c2c1	0	1	-2	-0.4	2	3	0	1
COc1ccc(/C=C2\N=C3CCCCCN3C2=O)cc1OC	-1	-2	-1	0.4	10	-8	-7	-1
COc1ccc(CNC(=O)COC(=O)[C@H](Cc2c[nH]c3ccccc23)NC(=O)c2cccs2)cc1	0	-9	-8	1.4	0	-15	-3	-3
COc1ccc(N(CC(=O)NCCC2=CCCCC2)S(C)(=O)=O)cc1	-3	-8	1	-1.5	5	2	0	0
COc1ccc(Cl)cc1NC(=O)CSc1nnc(C2CC2)n1N	1	-11	3	-0.2	-3	7	0	-5
COc1cccc(C2/C(=C(/O)c3ccc4c(c3)CC(C)O4)C(=O)C(=O)N2CC2CCCO2)c1 (centres undefined)	-3	-7	-18	1.6	-21	3	-2	-6
COc1ccc(C(=O)COC(=O)CCCN=C2NS(=O)(=O)c3ccccc32)c(OC)c1	-7	-1	1	-0.4	-3	6	1	2
Cc1[nH]n(-c2ccccc2)c(=O)c1S(=O)(=O)c1ccccc1	-2	-7	-1	0.1	5	11	0	-2
COc1cccc(/C=N/n2c(=S)n(C)c3cc(C)c(C)cc32)c1OC	-4	-7	8	6.8	-1	-4	0	-6
CCC(=O)c1cc2c(C)cc(=O)oc2c(C)c1OC(C)=O	4	-4	-3	-0.8	-3	11	-4	-2
O=C(O)CCCN1C(=O)/C(=C\C(Cl)=C\c2ccccc2)SC1=S	3	.	1	3.1	16	10	1	.
Cn1sc(NC(=O)c2cccc(Cl)c2)nc1=O	-4	-10	-5	-3.1	-41	15	0	-1
Cc1ccc(CN(C(=O)c2cc3ccccc3oc2=O)C2CCS(=O)(=O)C2)cc1 (centres undefined)	2	-7	-5	-0.3	-3	-6	0	-4
COc1ccc(S(=O)(=O)N(C)CC(=O)NCc2ccco2)cc1OC	11	-1	0	0.6	-8	2	1	1
Cc1ccc(CN2C(=O)CCC2C(=O)NCCN2CCOCC2)cc1 (centres undefined)	-10	-3	-9	-3.1	2	-10	1	0
COc1cccc(CNC2CCCc3ccccc32)c1OC (centres undefined)	-7	-6	1	60*	12	8	1	-6
COc1ccccc1/C=N/NC(=O)c1nnn(-c2nonc2N)c1-c1cccs1	-6	-2	-4	1.4	40	1	-9	-5
Cc1nc(N2CCOCC2)sc1C(=O)NN	-5	-11	-1	1.6	3	-8	0	-2
O=C(Nc1ccccc1-c1nnn(CC(=O)N2CCCc3ccccc32)n1)c1ccco1	-3	-1	10	0.0	8	7	-16	-3
CNC(=O)c1ccc(OCc2ccccc2)c(OC)c1	-6	9	-4	-1.3	-12	-2	-1	2
CN(C)S(=O)(=O)c1ccc(S(=O)(=O)N2CCCC2)cc1	3	3	-13	0.6	4	-19	-4	0
COc1cccc(C=Nc2cc(C)cc(C)c2)c1O	5	-10	-10	-2.5	10	-13	-4	-4

Screening results (PubChem BioAssay)
